# GALK inhibitor – blocks human galactokinase activity. P51570. Purified GALK, Kinase-Glo residual ATP luminescence. Potency, µM (series often up to 57.5 µM), without a hit: at the highest dose activity change, negative = inhibition, hits mostly inhibitors. 0.007% of 270,000 active. AID 1868; also: potency is read from the fitted curve at half-maximal effect; % is scaled to controls: 0 for no effect and ±100 for the full control effect
#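 Compounds were pin-transferred into ATP buffer (35 uM final), then GALK plus galactose (5 nM, 100 uM final) was added. After 1 h at room temperature, Kinase-Glo Plus was added and luminescence read after 10 min.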
# B2AR arrestin – recruits beta-arrestin to the human beta2-adrenergic receptor; beta-arrestin recruitment to beta2AR, cell-based reporter; 0.02% of 330,000 active; Potency, µM (doses to about 46.1 µM), for inactives: at the top dose activation, most hits filed as activators; P07550; AID 492947;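 also: potency is read from the fitted curve at half-maximal effect; 0% = DMSO controls and full agonism = EC100 isoproterenol or metaproterenol; nearly all actives have a fitted effect of over 65% in size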
# S-ASM inh – blocks human secretory acid sphingomyelinase | P17405 | 0.006% of 340,000 active | placental ASM, HMU-PC fluorogenic substrate, 60 min | Potency, µM (top dose mostly 57.5 µM), for the others: at the top dose activity change, negative = inhibition, usual class: inhibitors; also: potency is read from the fitted curve at half-maximal effect
#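 Fluorogenic HMU-PC substrate (9 uM final) is turned over by placental ASM in 60 min at 37 C after a 10 min compound preincubation. Reaction ended by alkaline stop (pH 10), with fluorescence read at 386/447 nm.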
# Integrin act MD – activators of alpha7 integrin expression for muscular dystrophy | Potency, µM (highest dose often 38.3 µM), without a hit: at the highest dose activation, usual class: activators | 0.064% of 350,000 active | AID 624291 | alpha7betagal myoblasts, beta-gal FDG fluorescence, 48 h;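 also: potency is read from the fitted curve at half-maximal effect; 100% = response of the positive control SU9516; nearly all actives have a fitted effect of over 60% in size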
#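 Alpha7betagal+/- myoblasts (passage 13) were plated 16-24 hr, then exposed to compounds (1:260 dilution of DMSO stock) for 48 hours at 37C. After MPER lysis, β-galactosidase reporter activity was read as FDG fluorescence (ex 480/em 540) after 30 minutes.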
# PTAP TSG101 blk – blocks PTAP/TSG101 interaction to inhibit HIV-1 budding; Fluorescence polarization, FITC-PTAP peptide / Tsg101 binding; Potency, µM (highest dose often 115 µM), inactives show at the highest dose activity change, negative = inhibition, usual class: inhibitors; 340,000 tested, under 10 active; AID 493005; active = well fitted inhibition curve with a large enough effect in the main read-out, with a control signal flat, not every such curve was filed as active; inconclusive = small, poorly fitted or top-dose-only effect, or effect the other way, or a change in a side signal; inactive = no such curve, though single readings can be large or run the other way; also: potency is read from the fitted curve at half-maximal effect; % of control where 0% means no effect
#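 Fluorescence anisotropy tracks displacement of a FITC-tagged PTAP peptide (50 nM) from the Tsg101 binding domain (10 uM), following a 20 min room-temperature incubation at pH 7.5.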
# BCR signal inh – blocks chronic active B-cell receptor signaling. 0.05% of 340,000 active. AID 493014. Potency, µM (highest dose often 46.1 µM), for inactives: at the highest dose ratio change, negative = lower green/red ratio, hits mostly inhibitors. ABC-DLBCL IkBa-CBG/CBR reporter, luminescence ratio, 4 h; active = well fitted inhibition curve with a large enough effect in the signal ratio, with a control signal flat, not every such curve was filed as active; inconclusive = small, poorly fitted or top-dose-only effect, or effect the other way, or a change in a side signal; the % refers to the signal ratio;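 also: potency is read from the fitted curve at half-maximal effect; plate controls were basal doxycycline-induced cells for no effect and cells given 10 µM MG132 for full effect; MG132 reads +100%, hits lower the ratio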
#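 TMD8 ABC-DLBCL cells carrying doxycycline-inducible green luciferase fused to IkappaBalpha plus unfused red luciferase were exposed to compounds (up to 46 uM) for 4 hrs at 37C. Activity came from the overlap-corrected green/red luminescence ratio.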
# Giardia kill – kills Giardia lamblia; Giardia lamblia trophozoite viability; activity change, % at 7.66 µM, hits read low; 0.15% of 340,000 active; in the data active = activity change below about -80%; inconclusive = between about -30% and that limit;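 also: parasites exposed to compound for two days anaerobically before the ATP read; % is scaled to controls: 0 for no effect and ±100 for the full control effect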
#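 Giardia trophozoites, 100 cells per well, were exposed to compounds for 48 hrs at 37 deg C under anaerobic conditions; viability was then read as ATP content by bioluminescence after 15-30 min at room temperature.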
# Menin MLL FP TR – menin-MLL binding inhibition, Texas Red mutant peptide; Menin + Texas Red MLL mutant peptide, fluorescence polarization; Potency, µM (highest dose often 61.6 µM), for the others: at the highest dose FP activity change, negative = inhibition, most hits filed as inhibitors; 0.23% of 270,000 active; active = well fitted inhibition curve with a large enough effect in the polarisation, with a control signal flat, not every such curve was filed as active; inconclusive = small, poorly fitted or top-dose-only effect, or effect the other way, or a change in a side signal; inactive = no such curve, though single readings can be large or run the other way; the % refers to the polarisation; also: potency is read from the fitted curve at half-maximal effect; % of control where 0% means no effect; many of its hits are not listed in these tables
# Target sequence (O00255 whole entry, looked up): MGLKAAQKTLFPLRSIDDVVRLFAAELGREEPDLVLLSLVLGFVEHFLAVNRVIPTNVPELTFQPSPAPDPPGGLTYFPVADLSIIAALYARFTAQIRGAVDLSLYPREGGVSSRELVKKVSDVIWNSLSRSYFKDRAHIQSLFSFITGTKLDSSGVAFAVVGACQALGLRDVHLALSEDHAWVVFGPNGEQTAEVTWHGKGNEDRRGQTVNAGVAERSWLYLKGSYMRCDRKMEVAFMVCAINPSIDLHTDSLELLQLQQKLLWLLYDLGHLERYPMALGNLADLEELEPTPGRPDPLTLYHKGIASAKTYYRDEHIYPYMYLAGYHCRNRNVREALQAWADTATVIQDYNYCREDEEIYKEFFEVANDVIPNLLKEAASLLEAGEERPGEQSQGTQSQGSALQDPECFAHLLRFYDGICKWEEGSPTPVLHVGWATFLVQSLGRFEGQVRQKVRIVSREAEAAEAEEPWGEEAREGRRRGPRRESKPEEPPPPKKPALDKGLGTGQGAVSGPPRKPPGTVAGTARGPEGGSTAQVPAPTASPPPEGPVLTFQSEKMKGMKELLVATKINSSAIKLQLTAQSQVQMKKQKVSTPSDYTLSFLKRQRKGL
# PKM2 activator – increases activity of human pyruvate kinase M2. P14618. purified PKM2, Kinase-Glo ATP luminescence, activation; response scale: 0% is enzyme alone, no compound. Potency, µM (titrated, usually from 57.5 µM), for the others: at the top dose activation, actives largely listed as activators. 0.34% of 260,000 active; also: potency is read from the fitted curve at half-maximal effect; % is scaled to controls: 0 for no effect and ±100 for the full control effect; nearly all actives have a fitted effect of over 55% in size
#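 Kinase-Glo luminescence reports ATP generated from ADP (0.1 mM) and PEP (0.5 mM) by purified hPK-M2 after 1 h at room temperature, pH 7.2 imidazole buffer; intermediate enzyme activity allows detecting inhibitors and activators.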
# Coupling enz – counter-screen for Giardia aldolase inhibitors: coupling enzyme system. coupling enzyme system counterscreen, AmpLite Red fluorescence. activity change, negative = inhibition, % at 58.2 µM, hits read low. 0.67% of 290,000 active; in the data active = activity change below about -30%; also: % is scaled to controls: 0 for no effect and ±100 for the full control effect
#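 Coupling enzymes only (glyceraldehyde-3-phosphate) + compound, at 57.5 uM final, 10 min RT; add substrate/coupling/AmpLite Red mix, 20 min RT; fluorescence ex 525/em 598 nm. Actives flag coupling-system interference.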
# Tb PFK inh – T. brucei PFK enzyme inhibition. O15648. T. brucei PFK, ADP-Glo luminescence. Potency, µM (doses to about 57.5 µM), for inactives: at the highest dose activity, negative = inhibition, usual class: inhibitors. 0.17% of 330,000 active;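 also: potency is read from the fitted curve at half-maximal effect; 0% = uninhibited 1x PFK enzyme wells and -100% = no-enzyme wells; nearly all actives have a fitted effect of over 60% in size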
# Target sequence (O15648 whole entry, looked up): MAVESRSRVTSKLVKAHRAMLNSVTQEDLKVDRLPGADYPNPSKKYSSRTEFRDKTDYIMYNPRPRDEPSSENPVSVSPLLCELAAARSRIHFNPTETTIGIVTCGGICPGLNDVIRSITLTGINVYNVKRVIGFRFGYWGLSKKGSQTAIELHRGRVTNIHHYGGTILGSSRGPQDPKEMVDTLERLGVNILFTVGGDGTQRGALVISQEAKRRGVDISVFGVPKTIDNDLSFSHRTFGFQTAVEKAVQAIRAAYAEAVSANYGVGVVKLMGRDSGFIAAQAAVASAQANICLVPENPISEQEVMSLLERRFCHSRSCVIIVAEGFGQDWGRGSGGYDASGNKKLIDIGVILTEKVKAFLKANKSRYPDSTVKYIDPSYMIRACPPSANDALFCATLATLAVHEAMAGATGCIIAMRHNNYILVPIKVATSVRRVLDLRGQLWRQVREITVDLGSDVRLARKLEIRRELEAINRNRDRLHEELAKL
#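 ADP-Glo luminescence quantified ADP after 45 min at room temperature, with 1.25 nM T. brucei PFK, 0.1 mM ATP and 0.5 mM fructose-6-phosphate in pH 8.0 TEA buffer. qHTS titrations up to 57 µM; curves classified by quality.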
# * hit, by the source's call; ? = inconclusive; . = no result given; [ ] = remark or other dose. Unless noted, calls follow the shape of the dose curve; as a rule, active = well fitted curve in the direction sought with a large enough effect; inconclusive = small, poorly fitted or top-dose-only effect, or another doubt; inactive = no such curve, though single readings can be large; an effect the other way counts as inactive or inconclusive. The list is partial; the hit share may differ from the screen's.
compound	BCR signal inh	Giardia kill	Menin MLL FP TR	B2AR arrestin	Coupling enz	S-ASM inh	PTAP TSG101 blk	Tb PFK inh	Integrin act MD	GALK inhibitor	PKM2 activator
Cc1cccc2nc(-c3cccnc3)c(Nc3ccccc3)n12	?	-3	1%	0.1%	11	4%	0%	0%	-18%	-1%	3%
Cc1noc(C)c1CN1C(=O)c2cccc([N+](=O)[O-])c2C1=O	-1%	10	0%	0.4%	1	21%	-1%	-1%	25%	2%	1%
CCOC(=O)N1CCC(NC(=O)CCCC(=O)O)CC1	5%	20	.	0.0%	3	1%	3%	10%	-3%	-2%	1%
O=C(C[n+]1cc(Br)cc(Br)c1)c1cccc([N+](=O)[O-])c1	-3%	-14	10%	-0.7%	-1	-1%	-2%	?	-1%	3%	21%
COc1cc(C(=O)ON=C2C=C(C)C(=O)C(C)=C2)cc(OC)c1OC	-2%	-7	-13%	-0.4%	-26	4%	-3%	0%	-39%	0%	-2%
COc1ccc(NC(=S)NCc2cccs2)cc1	?	-12	18%	0.5%	2	-3%	0%	1%	5%	2%	2%
CCCn1c(=O)n(C)c(=O)c2c(SCC(=O)Nc3cc(C)on3)nc(C(C)(C)C)nc21	2%	-14	.	-0.1%	.	-9%	2%	1%	0%	.	.
OCCNc1nc(-c2ccccc2)c2cc(Br)ccc2n1	13%	9	12%	-1.1%	3	229%[activator]	-8%	0%	21%	1%	-19%

# Of the compounds above, these have four or more nitrogen atoms:
compound	BCR signal inh	Giardia kill	Menin MLL FP TR	B2AR arrestin	Coupling enz	S-ASM inh	PTAP TSG101 blk	Tb PFK inh	Integrin act MD	GALK inhibitor	PKM2 activator
Cc1cccc2nc(-c3cccnc3)c(Nc3ccccc3)n12	?	-3	1%	0.1%	11	4%	0%	0%	-18%	-1%	3%
CCCn1c(=O)n(C)c(=O)c2c(SCC(=O)Nc3cc(C)on3)nc(C(C)(C)C)nc21	2%	-14	.	-0.1%	.	-9%	2%	1%	0%	.	.

# The listing continues.
compound	BCR signal inh	Giardia kill	Menin MLL FP TR	B2AR arrestin	Coupling enz	S-ASM inh	PTAP TSG101 blk	Tb PFK inh	Integrin act MD	GALK inhibitor	PKM2 activator
Cc1ccc(S(=O)(=O)N2CCOCCOCCOCCOCCOCC2)cc1	?	-10	-12%	-0.1%	2	3%	-5%	-3%	-34%	-6%	-5%
COc1ccc(NC(=O)CN(C)C(=O)c2ccc(COc3ccccc3)o2)cc1	2%	-12	.	-0.3%	.	-2%	-1%	0%	-8%	.	.
COc1cc(OC)c(C(=O)NNC(=O)c2ccccc2-n2cccc2)cc1OC	?	22	.	-0.2%	.	1%	-4%	-15%	?	.	.
Cc1cc(C(=O)N2CCCC2)n[nH]1	-1%	1	8%	-0.7%	2	7%	2%	11%	10%	-3%	-3%
COc1ccc(/C(C)=C2/SC(=S)N(CCC(=O)O)C2=O)cc1	?	2	5%	-0.6%	13	0%	-9%	5%	0%	1%	1%
O=C(O)c1cccc(Nc2nc(-c3cc4ccccc4oc3=O)cs2)c1	?	0	?	0.3%	7	19%	0%	5%	10%	-1%	0%
CN(C)c1nc(N(C)C)nc(N2CCCCC2)n1	6%	-6	-5%	0.1%	2	0%	-3%	0%	-8%	0%	-1%
Cc1cc(SCC(=O)N2CCC(c3noc4ccc(F)cc34)CC2)nc2ccccc12	?	-4	0%	-0.5%	0	-3%	6%	1%	8%	-1%	0%
O=C(c1ccc(Br)cc1)c1cc([N+](=O)[O-])ccc1N1CCCCC1	?	-6	7%	-0.7%	.	-21%	-1%	-1%	-43%	-2%	-1%
Cc1cccc(-c2nc(CN3CCCC(C(=O)NC4CCCCCC4)C3)c(C)o2)c1 (stereo not given)	?	-9	?	-0.1%	2	63%	1%	1%	-37%	-1%	0%
O=C(NNC(=S)Nc1ccccc1C(F)(F)F)c1cccnc1	?	-18	7%	0.5%	6	7%	-5%	-8%	-9%	-1%	-1%
CN(C)C(CNC(=O)c1ccc(C(F)(F)F)cc1)c1ccco1 (stereo not given)	8%	17	.	-0.4%	.	3%	-1%	1%	21%	2%	-1%
CC(C)C[C@H](NC(=O)CCCn1nnc2ccccc2c1=O)C(=O)O	-1%	-18	.	-0.7%	-6	1%	-3%	3%	5%	-1%	-3%
CC(C)[C@H](N)c1nnc(SCc2ccc(Cl)cc2)o1	2%	2	2%	-0.6%	2	0%	-5%	5%	-10%	0%	-9%
Cc1ccc(NC(=O)Nc2nnc(-c3ccccc3F)s2)cc1	?	-4	.	0.2%	4	16%	0%	-9%	3%	.	-10%
Cc1nc2sc(C(=O)Nc3ccccc3Cc3ccccc3)c(C)c2c(=O)[nH]1	11%	-1	.	-1.1%	3	-1%	3%	0%	8%	.	-10%
COc1ccc(CCn2c(=N)c(C(=O)NCc3ccco3)cc3c(=O)n4ccccc4nc32)cc1	-14%	13	-5%	-0.5%	-4	130%[activator]	.	-8%	5%	2%	1%
COc1ccc(N(CN2C(=O)c3ccccc3C2=O)C(=O)COc2ccc(Cl)cc2Cl)cc1	10%	-4	-5%	-0.1%	0	-6%	0%	7%	-12%	-1%	-9%
Cc1ccc(/C=N/NC(=O)Cn2cnc3ccccc32)cc1	6%	-22	0%	0.0%	-2	-2%	-1%	-3%	11%	0%	0%
Cc1ccc(-c2nn(-c3ccccc3)cc2C(=O)NCCCN2CCCC2=O)cc1	3%	31[activator]	.	-0.4%	.	3%	-2%	4%	-3%	.	.
COc1ccc(/C=C/c2nnc(NC(=O)COc3ccccc3)s2)cc1	2%	-15	.	-0.8%	2	.	-1%	-3%	-16%	4%	0%
Cc1ccc(CCN2CC(C(=O)NCCCN(C)Cc3ccccc3)CC2=O)cc1 (stereo not given)	0%	-9	?	0.1%	4	5%	-2%	-4%	-12%	2%	12%
Cc1cccc(C(=O)N2CCc3ccccc3C2)c1[N+](=O)[O-]	-2%	-4	-23%	-0.6%	-2	-4%	1%	-9%	0%	5%	-4%
CC1(C)CC(=O)C2=C(C1)NC(=O)CC2c1ccccc1F (stereo not given)	-6%	-8	-1%	-0.4%	2	7%	-3%	1%	1%	0%	5%
CSCCC(NS(=O)(=O)c1ccccc1F)C(=O)Nc1ccncc1 (stereo not given)	3%	-2	.	-2.2%	.	9%	-5%	-6%	-1%	.	.
C=CC[C@H](CC(=O)NCCO)C(=O)N[C@H](COC(=O)[C@@H](CC=C)CC(=O)OC(C)(C)C)Cc1c[nH]c2ccccc12	-1%	3	.	-0.5%	.	-1%	-8%	-1%	17%	.	.
Cc1nn(Cc2c(Cl)cccc2Cl)c(C)c1NC(=O)CCCn1nc(C)c([N+](=O)[O-])c1C	0%	-5	1%	-0.7%	-2	2%	-5%	-2%	-20%	-1%	-15%
CCCCC(=NCCO)C1=C(O)C(C(=O)OC)C(C)(C)CC1=O (stereo not given)	11%	11	-21%	5.6%	4	-1%	-3%	-1%	12%	0%	1%
Cc1ccc(C)c(NC(=O)C2C3C=CC(O3)C2C(=O)O)c1 (stereo not given)	?	11	-1%	0.4%	3	0%	0%	14%	7%	0%	3%
CN(C(=O)COc1ccc(C(C)(C)C)cc1)C1CCS(=O)(=O)C1 (stereo not given)	4%	-5	-13%	-2.0%	4	-3%	-8%	-2%	-9%	3%	-3%
N#CCC(=O)Nc1ccc(C(=O)OCC(=O)c2c[nH]c3ccccc23)cc1	?	-4	.	2.5%	.	-1%	2%	6%	-23%	.	.

# Molecules shown so far containing an aryl thioether with sulfur outside any ring:
compound	BCR signal inh	Giardia kill	Menin MLL FP TR	B2AR arrestin	Coupling enz	S-ASM inh	PTAP TSG101 blk	Tb PFK inh	Integrin act MD	GALK inhibitor	PKM2 activator
CCCn1c(=O)n(C)c(=O)c2c(SCC(=O)Nc3cc(C)on3)nc(C(C)(C)C)nc21	2%	-14	.	-0.1%	.	-9%	2%	1%	0%	.	.
Cc1cc(SCC(=O)N2CCC(c3noc4ccc(F)cc34)CC2)nc2ccccc12	?	-4	0%	-0.5%	0	-3%	6%	1%	8%	-1%	0%
CC(C)[C@H](N)c1nnc(SCc2ccc(Cl)cc2)o1	2%	2	2%	-0.6%	2	0%	-5%	5%	-10%	0%	-9%

# Assay outcomes: PubChem BioAssay, National Center for Advancing Translational Sciences (NCATS)
